# LAP4 TOR yeast = modulators of LAP4-GFP expression in yeast, primary screen, S. cerevisiae, multiplex flow cytometry, MLPCN library | GFP response vs DMSO, % at 10 µM | actives 0.34% (n = 320,000) | AID 2023, 2009 | 3 h; median GFP as percent of DMSO wells;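 active = GFP response vs DMSO above a set limit, about the screen mean plus 3 SD, cut at about 150% in these data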
# proCasp7 act = procaspase-7 activators, primary screen, counter-screen for procaspase-3 activator project, biochemical, absorbance, HTS, human. actives 0.093% (n = 330,000). AID 463210, 2010. recombinant procaspase-7, Ac-DEVD-pNA absorbance 405 nm; D23A/D198A/D206A triple mutant, cannot self-cleave; scale: DMSO 0, 5 µM enzyme 100. activation, % at 8.5 µM;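 active = percent activation above the screen-wide mean plus 3 SD, cut at about 25% in these data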
# Target sequence (P55210 whole entry D23A/D198A/D206A): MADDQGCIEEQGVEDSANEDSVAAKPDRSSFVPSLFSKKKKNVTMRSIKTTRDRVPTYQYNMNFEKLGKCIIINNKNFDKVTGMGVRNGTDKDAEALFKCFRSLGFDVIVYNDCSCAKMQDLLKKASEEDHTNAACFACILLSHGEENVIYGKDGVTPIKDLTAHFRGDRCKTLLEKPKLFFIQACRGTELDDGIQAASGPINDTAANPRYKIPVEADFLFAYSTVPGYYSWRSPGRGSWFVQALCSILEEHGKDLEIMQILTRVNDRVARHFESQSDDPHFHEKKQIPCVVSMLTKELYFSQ
#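 Replicates: singlicate. Assay system: Procaspase-7 triple mutant (PC-7 D3A). Signal: 405 nm absorbance of p-nitroaniline. Times: 1 h preincubation, 2 h reaction. Buffer or medium: Zinc-free HEPES pH 7.4 with 300 mM NaCl, 0.01% Triton X-100. Also added: DEVD-pNA substrate. Benchmarks: DMSO wells as 0%, DMSO with 5 µM added PC-7 as 100%.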
# CR mimetic SO = reduction of superoxide in aged yeast, primary screen, HTS; AID 2690, 2010; actives 0.18% (n = 330,000); superoxide response (% of plate mean), % at 10 µM; S. cerevisiae aged cells, superoxide DHE fluorescence; hits give low values;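 active = superoxide response under a set limit, about three screen SD below normal, cut at about 65% in these data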;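 also: yeast aged for seven days with compound at 30 °C before DHE staining; 100% = average MFI of all compound-treated wells on the plate with controls excluded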
# procasp3 activ = activators of human procaspase-3 D3A mutant, primary screen, biochemical, absorbance, PC-3 D3A mutant, single concentration. actives 0.11% (n = 330,000). recombinant procaspase-3 D3A, Ac-DEVD-pNA absorbance 405 nm. AID 463141, 2010. activation, % at 8.5 µM. Caspase-3 (Homo sapiens), P42574;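 active = activation above the mean of all tested compounds plus 3 SD, cut at about 21% in these data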;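 also: 0% = DMSO alone and 100% = DMSO wells spiked with extra 5 µM PC-3 D3A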
# Target sequence (P42574 whole entry D9A/D28A/D175A): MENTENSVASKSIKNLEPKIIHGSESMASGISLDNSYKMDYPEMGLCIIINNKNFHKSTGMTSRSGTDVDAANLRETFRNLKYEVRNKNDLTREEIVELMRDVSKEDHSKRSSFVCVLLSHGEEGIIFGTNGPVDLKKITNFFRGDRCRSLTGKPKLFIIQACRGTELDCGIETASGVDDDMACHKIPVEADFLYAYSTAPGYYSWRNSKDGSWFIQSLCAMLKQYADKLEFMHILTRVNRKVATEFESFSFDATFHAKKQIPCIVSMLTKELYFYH
#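 Technique: 405 nm absorbance of p-nitroaniline, reads at 0 and 120 min; Test system: Procaspase-3 D3A mutant; Incubation: 1 h enzyme-compound preincubation, then 2 h substrate reaction, 25 °C; Repeats: singlicate, each compound tested once; Benchmarks: low control DMSO wells, high control DMSO plus 5 µM PC-3 D3A.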
# MEP2 TOR yeast = modulators of MEP2-GFP levels in yeast, primary screen, S. cerevisiae, multiplex flow cytometry, MLPCN library; S. cerevisiae MEP2-GFP strain, 3 h; 100% = DMSO control level; GFP response vs DMSO, % at 10 µM; actives 0.51% (n = 330,000); AID 2016, 2009;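 active = GFP response versus DMSO above a set limit, roughly screen mean plus 3 SD, cut at about 180% in these data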;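 also: median GFP fluorescence of the barcode-gated MEP2-GFP cells per well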
# AHR act = AHR activators, primary screen, cell-based, luminescence, luciferase reporter, human | actives 2.5% (n = 320,000) | AHR-responsive luciferase reporter cells | activation, % at 5 µM; in the data active = activation above about 47%;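 also: 0% = vehicle wells and 100% = reference agonist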
# JMJD2C inh = inhibitors of GASC-1 histone demethylase, primary screen, biochemical, fluorescence, DELFIA europium. Lysine-specific demethylase 4C (Homo sapiens), Q9H3R0. GST-JMJD2C(1-420) H3K9me3 demethylation. inhibition, % at 2.35 µM. actives 0.069% (n = 330,000);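 active = more than half of a compound's replicate wells show inhibition beyond 50%, single wells judged on their own value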;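 also: signal counts dimethyl H3K9 product captured on neutravidin plate; 0% = median of DMSO wells and 100% = 0.3 times that DMSO median; strong numbers were not always called active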
# Target sequence (Q9H3R0 1-420 limits assumed): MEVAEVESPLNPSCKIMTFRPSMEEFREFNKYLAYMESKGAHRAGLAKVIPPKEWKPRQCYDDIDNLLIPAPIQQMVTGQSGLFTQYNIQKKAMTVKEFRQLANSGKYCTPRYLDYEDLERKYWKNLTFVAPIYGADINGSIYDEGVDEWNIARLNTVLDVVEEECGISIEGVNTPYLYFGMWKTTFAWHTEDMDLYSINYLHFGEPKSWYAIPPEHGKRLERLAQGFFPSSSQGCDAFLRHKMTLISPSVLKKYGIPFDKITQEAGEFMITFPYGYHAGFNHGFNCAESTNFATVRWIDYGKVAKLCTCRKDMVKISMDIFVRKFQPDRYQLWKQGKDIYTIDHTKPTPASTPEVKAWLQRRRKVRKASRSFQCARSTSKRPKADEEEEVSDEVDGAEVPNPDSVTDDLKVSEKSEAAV
# RPL19A TOR yeast = RPL19A-GFP expression modulators in yeast, primary screen, cell-based, S. cerevisiae, multiplex flow cytometry, MLPCN; percent response vs DMSO, % at 10 µM; S. cerevisiae RPL19A-GFP strain, 3 h; hits give low values; AID 2025, 2009; actives 0.3% (n = 330,000);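 active = percent response vs DMSO below 50%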;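 also: median channel GFP fluorescence of the barcoded RPL19A-GFP strain; ratio of sample median GFP to plate DMSO average so 100% = DMSO; lower means less RPL19A-GFP as with rapamycin TOR inhibition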
# * marks the source's active call; other numbers are inactive results; . = no result given.
SMILES,LAP4 TOR yeast,proCasp7 act,CR mimetic SO,procasp3 activ,MEP2 TOR yeast,AHR act,JMJD2C inh,RPL19A TOR yeast
Cc1cccnc1NC(=O)CNC(=O)COc1ccccc1,113,4,89,3,92,3,0,96
Cc1cc(C)cc(OC(=O)CN2C(=O)c3ccccc3C2=O)c1,94,-10,91,-9,111,0,-3,105
COc1ccc(N2C(=O)CC(N(CCc3ccccc3)C(=O)/C=C/C(=O)O)C2=O)cc1 (stereo unspecified),110,-28,100,-24,112,-2,-10,114
COc1ccc(C(=O)N[C@H](C(=O)Nc2ccc(S(=O)(=O)N3CCOCC3)cc2)C(C)C)cc1,101,6,105,6,96,1,10,99
Cc1ccc(C(=O)Nc2ccccc2Sc2ccccc2)cc1,99,-4,101,10,106,1,-4,100
Cc1ccc(-n2ncc3c2CCCC3NC(=O)CCc2c(C)noc2C)cc1C (stereo unspecified),91,0,115,-4,92,-5,7,101
Cc1nn(C)c(C)c1/C=C/C(=O)c1ccccc1,99,-1,81,6,99,0,3,99
O=C(c1ccc(F)cc1)N1CCN(C2CC3CCC2C3)CC1 (stereo unspecified),96,0,95,7,97,0,20,94
COc1ccc(-c2nnc(SCC(=O)N/N=C/c3ccccc3C(=O)O)n2-c2ccc(Cl)cc2)cc1,119,7,106,1,97,2,0,101
COc1ccc(C2NC(=O)NC(O)(C(F)(F)F)C2C(=O)c2ccccc2)cc1OC (stereo unspecified),92,-20,108,2,98,3,3,99
Cc1cc(NC(=O)c2ccccc2C)n(-c2cccc(F)c2)n1,120,5,92,-2,114,1,4,97
CC(=O)[C@@]1(O)CC[C@H]2[C@@H]3CCC4=CC(=O)CC[C@]4(C)[C@H]3[C@@H](O)C[C@@]21C,126,3,105,3,104,5,-25,97

# Two entries from above, tab-delimited.
smiles	LAP4 TOR yeast	proCasp7 act	CR mimetic SO	procasp3 activ	MEP2 TOR yeast	AHR act	JMJD2C inh	RPL19A TOR yeast
Cc1ccc(C(=O)Nc2ccccc2Sc2ccccc2)cc1	99	-4	101	10	106	1	-4	100
Cc1ccc(-n2ncc3c2CCCC3NC(=O)CCc2c(C)noc2C)cc1C (stereo unspecified)	91	0	115	-4	92	-5	7	101

# Later entries:
SMILES,LAP4 TOR yeast,proCasp7 act,CR mimetic SO,procasp3 activ,MEP2 TOR yeast,AHR act,JMJD2C inh,RPL19A TOR yeast
CCOC(=O)C1CCN(C(=O)c2cccc(S(=O)(=O)NCc3ccccc3)c2)CC1,96,-1,171,12,99,-1,-2,98
O=C(NNC(=S)NC(=O)c1ccc(F)cc1)c1cccnc1,100,-15,97,-11,106,9,-4,101
CCCCCN(C(=O)CCC(=O)OCc1ccc(Cl)cc1Cl)c1c(N)n(CCCC)c(=O)[nH]c1=O,125,-13,94,11,94,-2,-1,95
CNC(=S)N1CCc2cc(OC)c(OC)cc2C1COc1ccc(OC)cc1 (stereo unspecified),110,-1,104,2,102,1,1,99
Cc1ccc(C(=O)N/N=C/c2cc(C)n(-c3ccc(Br)cc3)c2C)cc1[N+](=O)[O-],96,14,104,3,112,10,1,101
COc1cc(/C=C/C(=O)OCC(=O)NC(=O)NC23CC4CC(CC(C4)C2)C3)ccc1OCC#N,94,3,97,2,102,-4,5,102
CC(C(=O)N1CCN(C(=O)c2ccco2)CC1)N1C(=O)NC2(CCCCC2C)C1=O (stereo unspecified),91,0,115,4,92,-1,-1,94
COc1ccccc1CN1C(=O)c2cccc3cccc(c23)C1=O,97,-2,95,-3,102,6,-2,103
CCN1CCc2nc(NC(=O)c3ccc4c(c3)OCCO4)sc2C1,111,-9,98,-3,110,19,13,98
Nc1c(N(CCC2=CCCCC2)C(=O)Cc2ccccc2F)c(=O)[nH]c(=O)n1Cc1ccccc1,96,-1,91,-1,106,2,8,97
COc1ccc(N/C=C/C(=O)c2ccc3c(c2)OCO3)cc1OC,109,-23,114,-1,111,0,-5,115
NC(=O)c1cnccn1,107,2,105,0,86,-4,33,100
CN(c1ccccc1)S(=O)(=O)c1cccc(C(=O)OCC(=O)NCc2ccccc2)c1,94,-1,82,2,96,-1,3,102
CCOC(=O)N1CCC(N2CCCC(CO)(Cc3ccccc3C)C2)CC1 (stereo unspecified),95,2,102,-3,104,1,-1,102
CCOC(=O)CSC1=C(C#N)C(c2ccc3c(c2)OCO3)CC(=O)N1 (stereo unspecified),96,-7,93,-8,105,4,4,103
CCN(CC)CCN=C1CCCc2ccccc2N1,97,-4,87,-12,96,-3,1,98
COc1ccc(-n2c(SCC(=O)N3CCN(c4ccccc4)CC3)nc3c(c2=O)SCC3)cc1,102,3,109,-2,102,6,1,97
O=C1C2C3C=CC(C3)C2C(=O)N1CCCCN1C(=O)C2C3C=CC(C3)C2C1=O (stereo unspecified),98,6,104,-2,96,4,-5,100
CCN1C(=O)c2cccc3c(S(=O)(=O)NCc4ccccc4)ccc1c23,107,0,102,-1,99,0,.,101
COc1ccc(C(=O)Nc2cccc(-c3ccc(N4CCOCC4)nn3)c2)cc1,107,8,105,4,93,2,-38,95
COc1ccc(Cl)cc1S(=O)(=O)NCc1ccncc1,122,4,92,-3,105,2,1,103
Fc1ccc(CSc2ccc(-c3ccc4c(c3)OCO4)nn2)cc1,105,5,87,2,107,1,6,110
COc1ccc(-c2c(-c3ccc(OCC(=O)NN)cc3O)n[nH]c2C(F)(F)F)cc1,.,2,107,1,.,18,7,.
Cn1nc(C(F)(F)F)cc1C(=O)O,97,3,102,4,100,-3,4,96
Cc1cc(C)nc(NS(=O)(=O)c2ccc(NC(=O)c3ccc(S(=O)(=O)N(C)C)cc3)cc2)n1,85,2,94,0,102,0,-2,102
CCN(CC)S(=O)(=O)c1ccc2c(c1)nc(CCC(=O)Nc1cccc(C(F)(F)F)c1)n2CC,110,6,108,-10,120,2,2,110
FC(F)(F)c1cc(Cl)c2nc(-c3ccccc3)cn2c1,104,-2,103,-1,109,74*,4,104
CC1(C)CC(=O)C2=C(C1)Nc1ccccc1NC2c1ccc(F)c(F)c1 (stereo unspecified),82,10,96,3,97,2,24,86
N#Cc1cn(-c2cccc(C(F)(F)F)c2)c(=O)[nH]c1=O,92,4,90,-2,104,8,10,103
COc1cccc(CC2(CO)CCN(Cc3cnc(-c4cccc(C)c4)nc3)CC2)c1,111,7,99,6,94,4,6,97
O=C(COC(=O)CNS(=O)(=O)c1ccccc1)Nc1ccc(Cl)cn1,104,-5,99,2,101,2,3,99
Cc1cccc(C(=O)NCCNC(=O)c2ccccn2)c1,95,6,124,0,107,4,-21,102
Cc1cc2ccccn2c1C(=O)c1cccc([N+](=O)[O-])c1,106,-4,101,2,111,-2,-9,104
C=CCNc1nnc(Sc2ncccc2[N+](=O)[O-])s1,103,3,142,9,103,1,13,102
COc1ccc2cc(C(=O)C3CCCN(C(=O)c4cc(=O)n(C)c(=O)n4C)C3)ccc2c1 (stereo unspecified),102,7,103,-10,101,2,7,98
Cc1cc(OC(F)F)ccc1NC(=S)NC1CCCC1,78,.,100,.,95,.,-5,111

# Entries of single compounds, quoted from the list. Values in the order: LAP4 TOR yeast | proCasp7 act | CR mimetic SO | procasp3 activ | MEP2 TOR yeast | AHR act | JMJD2C inh | RPL19A TOR yeast
# O=C(COC(=O)CNS(=O)(=O)c1ccccc1)Nc1ccc(Cl)cn1 as listed: 104 | -5 | 99 | 2 | 101 | 2 | 3 | 99
# COc1cccc(CC2(CO)CCN(Cc3cnc(-c4cccc(C)c4)nc3)CC2)c1 as listed: 111 | 7 | 99 | 6 | 94 | 4 | 6 | 97
# Cc1cc2ccccn2c1C(=O)c1cccc([N+](=O)[O-])c1 as listed: 106 | -4 | 101 | 2 | 111 | -2 | -9 | 104
# Cc1cc(C)nc(NS(=O)(=O)c2ccc(NC(=O)c3ccc(S(=O)(=O)N(C)C)cc3)cc2)n1 as listed: 85 | 2 | 94 | 0 | 102 | 0 | -2 | 102
# N#Cc1cn(-c2cccc(C(F)(F)F)c2)c(=O)[nH]c1=O as listed: 92 | 4 | 90 | -2 | 104 | 8 | 10 | 103

# Additional results follow:
SMILES,LAP4 TOR yeast,proCasp7 act,CR mimetic SO,procasp3 activ,MEP2 TOR yeast,AHR act,JMJD2C inh,RPL19A TOR yeast
COC(=O)C1CC23C=CCN4CCC5(c6ccccc6NC15C2C)C43 (stereo unspecified),91,-3,101,2,101,2,-5,103
CCc1cc(=O)oc2cc3oc(C)c(C)c3cc12,102,8,104,5,108,8,-1,103
OC1(C(F)(F)F)CC(O)(C(F)(F)F)n2nc(-c3ccccc3)cc2N1 (stereo unspecified),100,1,94,-3,117,10,-4,99
CC(C)c1cc(CN2CCOCC2)cc(C(C)C)c1O,96,-3,84,-2,102,2,3,104
O=C(CSc1ccc(F)cc1)Nc1cccc(S(=O)(=O)N2CCOCC2)c1,170*,7,90,-5,102,0,-1,87
O=C(CCCCCNC(=O)N1CCn2c1nc1ccccc12)N[C@H](Cc1ccccc1)C(=O)O,110,2,99,9,120,0,44,101
C=CCNC(=S)N/N=C/c1ccc(C(F)(F)F)cc1,95,0,122,0,93,11,-4,94
CCOC(=O)CNC(=O)CSc1nc2ncc(Br)cc2[nH]1,110,-1,112,-7,104,8,-8,100
CC(=O)c1ccc(OC(=O)C2CSC3(C)CCC(=O)N23)cc1 (stereo unspecified),90,-3,105,2,91,0,-3,93
CNC(=S)N/N=C/c1c(Cl)cccc1Cl,94,-6,95,-5,91,-1,2,102
Cc1cc(N2C(=O)C(O)=C(C(=O)c3cc4ccccc4o3)C2c2cccc(Cl)c2)no1 (stereo unspecified),102,-32,148,-8,104,6,-1,105
Cn1c(=O)c2[nH]c(SCc3ccccn3)nc2n(C)c1=S,96,12,106,-1,99,22,-3,103

# From PubChem BioAssay

# Rows are unselected; 3.8% or so of the library scored in one or more.
